UHRF1 binding: UHRF1 methylated DNA binding inhibitors, primary screen, counter-screen for MBD2 inhibitor project, biochemical, TR-FRET, human UHRF1, single concentration; inhibition, % at 4.4 µM; hit rate 0.75% among 370,000; UHRF1 binding to methylated oligo; in the data active = inhibition above about 21%;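 note: UHRF1 SRA domain binding a hemimethylated CpG hairpin DNA probe; 0% = median of test compound wells and 100% = reference inhibitor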
LEDGF integ inh: blockers of LEDGF/p75-dependent integrase strand transfer – biochemical, TR-FRET, high throughput, primary screen; TR-FRET IN-LEDGF/p75 DNA integration, Eu/Cy5; AID 743269, 2014; hit rate 0.64% among 370,000; inhibition, % at 3.7 µM;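 active = inhibition above the screen-wide mean plus 3 SD, cut at about 13% in these data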;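 note: signal is the Cy5 over europium emission ratio at 671 and 618 nm; 0% = plate median of compound wells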
TCR CD3 inh: inhibitors of human TCR-CD3 interaction, primary screen, biochemical, fluorescence, TAMRA-labeled TCR probe; inhibition, % at 9.4 µM; hit rate 0.37% among 360,000; in the data active = inhibition above about 19%;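 note: recombinant mutant TCR 2C K166C tagged with TAMRA read by polarization; 0% = receptor in buffer alone and 100% = receptor with positive control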
PG9 binder: binders of HIV-1 gp120 antibody PG9, primary screen, biochemical, TR-FRET; TR-FRET gp120-PG9 antibody binding; AID 624416, 2012; inhibition, % at 6.7 µM; hit rate 0.43% among 360,000; in the data active = inhibition above about 8.5%
Tn7 DDE FP: inhibitors of Tn7 peptide binding to fibrin DD(E), primary screen, biochemical, fluorescence polarization, human fibrin, Tn7 probe. Fibrinogen beta chain (Homo sapiens), P02675. FP displacement of FITC-Tn7 peptide from fibrin DD(E); 0% = median of compound wells per plate. inhibition, % at 8.3 µM. hit rate 0.13% among 370,000. AID 720508, 2013;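 active = inhibition above the mean of compounds falling within the control limits plus 3 SD of them, cut at about 14% in these data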;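 note: 0% = plate median of compound wells and 100% = 10 µM Aha-Tn7 peptide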
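assay system = human clot-derived fibrin DD(E) complex | quantity = Fibrin-DD(E) at 2 µM final | timing = 10 min preincubation, 3 h with tracer, room temperature | signal = fluorescence polarization | measure = percent inhibition | benchmarks = high control wells with 10 µM unlabelled Aha-Tn7 peptide (full inhibition) | replicates = singlicate testing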
ABHD4 inh: ABHD4 inhibitors, primary screen, biochemical, fluorescence polarization, mouse | (Lyso)-N-acylphosphatidylethanolamine lipase (Mus musculus), Q8VD66 | purified mABHD4, FP-Rh probe fluorescence polarization | inhibition, % at 8.92 µM | hit rate 0.54% among 370,000;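 active = inhibition exceeding the mean over every tested compound plus 3 SD, cut at about 30% in these data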;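 note: 0% = plate median of compound wells and 100% = S159A mutant with DMSO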
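Test system: mABHD4 protein | Buffer or medium: HEPES pH 7.0 buffer, 150 mM NaCl, 0.01% Pluronic F-127 | Probe or stimulus: FP-Rh fluorescent activity-based probe, added after compound pre-incubation | Timing: Pre-incubation 45 min, probe exposure 60 min, at 25 °C | Technique: Fluorescence polarization, excitation 525 nm, emission 598 nm, BODIPY TMR filters | Repeats: Single well per compound (singlicate)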
HTRA1 inhibitor: HTRA1 serine protease inhibitors, primary screen, biochemical, fluorescence polarization, HTS; Q92743; recombinant HTRA1, FP-rhodamine activity-based probe; inhibition, % at 5.96 µM; hit rate 0.5% among 340,000; in the data active = inhibition above about 36%;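 note: 0% = enzyme with DMSO and 100% = wells lacking enzyme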
PRMT1 inh: PRMT1 methyltransferase inhibitors, primary screen, biochemical, fluorescence polarization | Protein arginine N-methyltransferase 1 (Homo sapiens), Q99873 | recombinant PRMT1, activity-based probe fluorescence polarization | inhibition, % at 2.79 µM | hit rate 1.3% among 370,000;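 active = inhibition above about 21% made by adding two undisclosed values, limit read from the data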
Target sequence (Q99873 whole entry, looked up): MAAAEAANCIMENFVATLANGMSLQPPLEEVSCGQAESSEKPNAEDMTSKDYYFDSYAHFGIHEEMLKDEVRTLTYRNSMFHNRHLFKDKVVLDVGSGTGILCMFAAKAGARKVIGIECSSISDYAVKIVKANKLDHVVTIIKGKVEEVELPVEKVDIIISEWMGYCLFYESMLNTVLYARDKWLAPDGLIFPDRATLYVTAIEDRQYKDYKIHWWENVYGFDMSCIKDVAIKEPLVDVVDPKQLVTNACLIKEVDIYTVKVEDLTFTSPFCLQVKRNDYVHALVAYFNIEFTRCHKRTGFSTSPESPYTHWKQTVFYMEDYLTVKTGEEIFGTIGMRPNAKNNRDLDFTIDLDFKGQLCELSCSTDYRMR
TDP2 absorb: human TDP2 enzyme inhibitors, primary screen, biochemical, epi absorbance, recombinant enzyme; inhibition, % at 12.8 µM; T5PNP hydrolysis, p-nitrophenol absorbance 415 nm; Tyrosyl-DNA phosphodiesterase 2 (Homo sapiens), O95551; hit rate 0.34% among 370,000;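 active = inhibition above the mean of all tested compounds plus 3 SD, set per campaign, cut at about 25% in these data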;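 note: 0% = DMSO with enzyme and 100% = buffer with substrate but no TDP2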
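Assay system: recombinant human TDP2 / Reagent: T5PNP substrate at 5 mM, a TopII-DNA adduct mimic / Measured by: epi absorbance from released p-nitrophenol / Evaluation: % inhibition relative to enzyme-containing and enzyme-free wells / Control set: enzyme-free and DMSO wells / Replicates: each compound tested once, singlicate / Schedule: enzyme reaction with compound for 2 h at 37 °C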
SIAE primary: human SIAE inhibitors, primary screen, biochemical, fluorescence polarization, FP-Rh probe, 1536-well HTS. Sialate O-acetylesterase (Homo sapiens), Q9HAT2. SIAE FP-Rh probe binding. inhibition, % at 9.66 µM. hit rate 0.69% among 370,000. AID 1053197, 2014;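 active = inhibition above a cutoff: mean of compounds within the control limits plus 3 SD of those, cut at about 17% in these data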;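 note: 0% = plate median of compound wells and 100% = probe without SIAE protein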
Target sequence (Q9HAT2 whole entry, looked up): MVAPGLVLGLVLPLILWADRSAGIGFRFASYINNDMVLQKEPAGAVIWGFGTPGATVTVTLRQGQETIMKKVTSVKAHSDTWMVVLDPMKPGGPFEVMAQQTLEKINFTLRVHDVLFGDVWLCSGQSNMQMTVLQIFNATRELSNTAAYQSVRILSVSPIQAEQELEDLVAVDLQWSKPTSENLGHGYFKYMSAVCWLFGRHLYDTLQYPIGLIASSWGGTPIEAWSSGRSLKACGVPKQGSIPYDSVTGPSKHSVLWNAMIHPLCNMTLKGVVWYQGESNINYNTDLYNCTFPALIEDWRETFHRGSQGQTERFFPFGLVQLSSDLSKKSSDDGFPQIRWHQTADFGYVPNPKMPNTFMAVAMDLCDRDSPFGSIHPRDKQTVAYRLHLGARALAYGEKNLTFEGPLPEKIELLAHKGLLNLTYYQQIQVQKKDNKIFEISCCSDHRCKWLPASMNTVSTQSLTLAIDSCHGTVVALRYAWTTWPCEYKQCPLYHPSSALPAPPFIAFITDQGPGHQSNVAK
* marks the source's active call; other numbers are inactive results.

How did O=C(NCCO)c1ccc2nc(Cc3cccc(Cl)c3)oc2c1 do in these assays?
UHRF1 binding: -1; LEDGF integ inh: 1; TCR CD3 inh: -5; PG9 binder: -0.8; Tn7 DDE FP: -10; ABHD4 inh: -13; HTRA1 inhibitor: 11; PRMT1 inh: -2; TDP2 absorb: 3; SIAE primary: 6

What do the screens show for `Cc1ccc2[nH]c3c(c2c1)SC(C)(C)CC3=O`?
UHRF1 binding: -2; LEDGF integ inh: -2; TCR CD3 inh: -1; PG9 binder: 2.3; Tn7 DDE FP: 0; ABHD4 inh: 7; HTRA1 inhibitor: 1; PRMT1 inh: -1; TDP2 absorb: 6; SIAE primary: 4

What do the screens show for `CCOC(=O)CC1C(=O)NCCN1S(=O)(=O)c1ccc(Br)cc1` (centres undefined)?
UHRF1 binding: 2; LEDGF integ inh: 4; TCR CD3 inh: 7; PG9 binder: 0.3; Tn7 DDE FP: 3; ABHD4 inh: 4; HTRA1 inhibitor: 5; PRMT1 inh: -2; TDP2 absorb: 1; SIAE primary: -2

What do the screens show for `COc1cc(NC(=O)c2ccccc2Cl)c(OC)cc1NC(=O)CN1CCOCC1`?
UHRF1 binding: -1; LEDGF integ inh: 3; TCR CD3 inh: -3; PG9 binder: 2.0; Tn7 DDE FP: -3; ABHD4 inh: 8; HTRA1 inhibitor: -2; PRMT1 inh: -2; TDP2 absorb: 6; SIAE primary: 0

How did CCCCn1c(C(C)O)nc2ccccc21 (centres undefined) do in these assays?
UHRF1 binding: -2; LEDGF integ inh: -1; TCR CD3 inh: 0; PG9 binder: -2.7; Tn7 DDE FP: 1; ABHD4 inh: 8; HTRA1 inhibitor: 0; PRMT1 inh: -2; TDP2 absorb: 6; SIAE primary: -1

How did O=c1cc(NC2CCCCC2)c2ccccc2o1 do in these assays?
UHRF1 binding: 0; LEDGF integ inh: -4; TCR CD3 inh: 2; PG9 binder: 0.8; Tn7 DDE FP: 3; ABHD4 inh: -4; HTRA1 inhibitor: -4; PRMT1 inh: -4; TDP2 absorb: -14; SIAE primary: 2

How did COc1ccc(OC)c(-n2nnnc2SCC(=O)Nc2ccc(C(=O)N3CCCCC3)cc2)c1 do in these assays?
UHRF1 binding: 2; LEDGF integ inh: -2; TCR CD3 inh: -2; PG9 binder: -0.9; Tn7 DDE FP: 3; ABHD4 inh: 1; HTRA1 inhibitor: -3; PRMT1 inh: 0; TDP2 absorb: 8; SIAE primary: -1

How did CCCCCC(=O)NC(=S)NNC(=O)CC do in these assays?
UHRF1 binding: 0; LEDGF integ inh: -2; TCR CD3 inh: 1; PG9 binder: -0.7; Tn7 DDE FP: 0; ABHD4 inh: 9; HTRA1 inhibitor: 3; PRMT1 inh: 2; TDP2 absorb: 8; SIAE primary: 4

Results for CCOC(=O)C1CCN(S(=O)(=O)c2ccc(NC(=O)OC)cc2)CC1 ?
UHRF1 binding: 21; LEDGF integ inh: 7; TCR CD3 inh: -2; PG9 binder: -0.5; Tn7 DDE FP: -5; ABHD4 inh: -2; HTRA1 inhibitor: -2; PRMT1 inh: 1; TDP2 absorb: 2; SIAE primary: 5

What do the screens show for `Cc1ccc2c(c1)NC(=O)c1cccc([N+](=O)[O-])c1CO2`?
UHRF1 binding: 0; LEDGF integ inh: 3; TCR CD3 inh: -1; PG9 binder: -1.3; Tn7 DDE FP: 2; ABHD4 inh: 7; PRMT1 inh: 0; TDP2 absorb: 4; SIAE primary: 8

Results for Cc1cccc(C2N(c3ccc(F)cc3)C(=O)C3CCCN32)c1 (centres undefined) ?
UHRF1 binding: 0; LEDGF integ inh: 1; TCR CD3 inh: 0; PG9 binder: -1.5; Tn7 DDE FP: 0; ABHD4 inh: 0; HTRA1 inhibitor: -4; PRMT1 inh: -1; TDP2 absorb: 14; SIAE primary: -1

How did CCOC(=O)C1C(=O)Nc2nc(C)nn2C1c1ccccc1 (centres undefined) do in these assays?
UHRF1 binding: -1; LEDGF integ inh: -1; TCR CD3 inh: 9; PG9 binder: 0.1; Tn7 DDE FP: 2; ABHD4 inh: 1; HTRA1 inhibitor: 8; PRMT1 inh: -2; TDP2 absorb: -3; SIAE primary: -5

How did O=C(C1=C(O)C(=O)N(c2nc3ccc(Cl)cc3s2)C1c1ccco1)c1ccco1 (centres undefined) do in these assays?
UHRF1 binding: 24*; LEDGF integ inh: 20*; TCR CD3 inh: 18; PG9 binder: 0.9; Tn7 DDE FP: 0; ABHD4 inh: 28; HTRA1 inhibitor: 39*; PRMT1 inh: 36*; TDP2 absorb: 2; SIAE primary: 5

How did CCc1cccc2sc(NC(=O)C3CC3)nc12 do in these assays?
UHRF1 binding: 2; LEDGF integ inh: 1; TCR CD3 inh: -8; PG9 binder: 1.9; Tn7 DDE FP: -5; ABHD4 inh: -3; HTRA1 inhibitor: -14; PRMT1 inh: -3; TDP2 absorb: -19; SIAE primary: -2

How did COc1ccc(C(=O)C2CCN(C(=O)Nc3ccc(C)cc3)CC2)cc1 do in these assays?
UHRF1 binding: -1; LEDGF integ inh: -5; TCR CD3 inh: -2; PG9 binder: 2.9; Tn7 DDE FP: 1; ABHD4 inh: 7; HTRA1 inhibitor: -8; PRMT1 inh: 3; TDP2 absorb: 3; SIAE primary: 10

How did CCCC(=O)NC(c1ccc(N(C)C)cc1)c1c(O)ccc2ccccc12 (centres undefined) do in these assays?
UHRF1 binding: -3; LEDGF integ inh: 0; TCR CD3 inh: 2; PG9 binder: -1.9; Tn7 DDE FP: -3; ABHD4 inh: 7; HTRA1 inhibitor: 2; PRMT1 inh: 0; TDP2 absorb: -2; SIAE primary: 14

Results for Cc1ccc(NC(=O)CSc2nc(N)cc(N)n2)cc1S(=O)(=O)N1CCOCC1 ?
UHRF1 binding: 3; LEDGF integ inh: -1; TCR CD3 inh: -1; PG9 binder: 1.1; Tn7 DDE FP: 0; ABHD4 inh: 5; HTRA1 inhibitor: 8; PRMT1 inh: 6; TDP2 absorb: 2; SIAE primary: -1

How did Cc1ccc2nc(SCC(=O)N(CC(C)C)c3c(N)n(CC(C)C)c(=O)[nH]c3=O)[nH]c2c1 do in these assays?
UHRF1 binding: 0; LEDGF integ inh: -3; TCR CD3 inh: 8; PG9 binder: -1.9; Tn7 DDE FP: 4; ABHD4 inh: 6; HTRA1 inhibitor: -6; PRMT1 inh: 0; TDP2 absorb: -7; SIAE primary: -1

Results for Cn1c2c(c(=O)n(C)c1=O)C(c1cc3c(cc1Br)OCO3)CC(=O)N2 (centres undefined) ?
UHRF1 binding: 3; LEDGF integ inh: -4; TCR CD3 inh: 3; PG9 binder: 2.3; Tn7 DDE FP: -8; ABHD4 inh: 4; HTRA1 inhibitor: -1; PRMT1 inh: -2; TDP2 absorb: -3; SIAE primary: -5

How did CCn1c(CCC(=O)N(C)CC(=O)Nc2cccc(F)c2)nc2cc(S(=O)(=O)N(C)C)ccc21 do in these assays?
UHRF1 binding: -3; LEDGF integ inh: 3; TCR CD3 inh: 0; PG9 binder: 1.6; Tn7 DDE FP: 6; ABHD4 inh: 6; HTRA1 inhibitor: 0; PRMT1 inh: -2; TDP2 absorb: 0; SIAE primary: 6

Results for CCN(C=NC1=NN(c2cccc(C(F)(F)F)c2)CC1)CC ?
UHRF1 binding: 2; LEDGF integ inh: -7; TCR CD3 inh: 5; PG9 binder: -16; Tn7 DDE FP: 4; ABHD4 inh: 4; HTRA1 inhibitor: 2; PRMT1 inh: 0; TDP2 absorb: -1; SIAE primary: -3

How did CCCNc1cc(C)c(C#N)c2nc3ccccc3n12 do in these assays?
UHRF1 binding: -1; LEDGF integ inh: -3; TCR CD3 inh: 0; PG9 binder: 0.1; Tn7 DDE FP: -7; ABHD4 inh: -2; HTRA1 inhibitor: 4; PRMT1 inh: 1; TDP2 absorb: 1; SIAE primary: 1

How did COc1ccccc1C(=O)COC(=O)Cc1n[nH]c(=O)c2ccccc12 do in these assays?
UHRF1 binding: 0; LEDGF integ inh: 0; TCR CD3 inh: 0; PG9 binder: -1.5; Tn7 DDE FP: -7; ABHD4 inh: -4; HTRA1 inhibitor: 5; PRMT1 inh: -6; TDP2 absorb: 2; SIAE primary: -3

Results for Cc1ccc(OCC(=O)Nc2ccc(N3CCN(C(=O)c4ccco4)CC3)cc2)cc1 ?
UHRF1 binding: 0; LEDGF integ inh: -5; TCR CD3 inh: 4; PG9 binder: 0.9; Tn7 DDE FP: 1; ABHD4 inh: 8; HTRA1 inhibitor: 1; PRMT1 inh: 0; TDP2 absorb: 12; SIAE primary: 1

What do the screens show for `C[C@H](CO)N1C[C@H](C)[C@@H](CN(C)Cc2ccc(Cl)c(Cl)c2)Oc2c(NC(=O)C3CC3)cccc2C1=O`?
UHRF1 binding: -2; LEDGF integ inh: 1; TCR CD3 inh: 6; PG9 binder: -0.7; Tn7 DDE FP: -3; ABHD4 inh: -3; HTRA1 inhibitor: -46; PRMT1 inh: 0; TDP2 absorb: -3; SIAE primary: 1

What do the screens show for `COc1ccc(CC(=O)NC(c2ccccc2)c2ccccc2)cc1S(=O)(=O)N1CCOCC1`?
UHRF1 binding: 1; LEDGF integ inh: -3; TCR CD3 inh: -3; PG9 binder: -1.5; Tn7 DDE FP: -7; ABHD4 inh: -6; HTRA1 inhibitor: -1; PRMT1 inh: -2; TDP2 absorb: 2; SIAE primary: -1

What do the screens show for `CCOCCCNCc1cc(Br)ccc1OCC`?
UHRF1 binding: -1; LEDGF integ inh: 2; TCR CD3 inh: 0; PG9 binder: 1.1; Tn7 DDE FP: 4; ABHD4 inh: 2; HTRA1 inhibitor: 8; PRMT1 inh: 1; TDP2 absorb: 3; SIAE primary: -6

Compound activity as filed in PubChem BioAssay.

Outcome played no part in choosing rows; any-hit rate near 4.2%.
